CaV13 FRET inh: Primary screen for inhibitors of IQ motif and Ca2+-dependent inactivation inhibitor domain binding in CACNA1D, Förster resonance energy transfer in living cells, … | 340,000 compounds, 0.098% hits | inhibition, % at 12.3 µM | AID 743397 | HEK cells, CFP/YFP FRET ICDI-IQ, plate reader, 10 min; percent FRET-ratio fall versus neutral wells;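 active means mean replicate inhibition of at least 30% and at least 1% of replicates passing that level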;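 further: 0% = median of the neutral control wells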
NR2E3 ag-1: agonists of human nuclear receptor NR2E3; GST-NR2E3/biotin-RetCOR TR-FRET, 1536-well; inhibition of corepressor binding, % at 4.78 µM; Q9Y5X4; AID 2300; 320,000 compounds, 0.12% hits;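 active means percent inhibition above the cutoff of mean plus 3 SD of all tested compounds, set per screening campaign, cut at about 20% in these data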;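 further: 0% = DMSO wells and 100% = biotin wells as full block of FRET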
Target sequence (Q9Y5X4 whole entry, looked up): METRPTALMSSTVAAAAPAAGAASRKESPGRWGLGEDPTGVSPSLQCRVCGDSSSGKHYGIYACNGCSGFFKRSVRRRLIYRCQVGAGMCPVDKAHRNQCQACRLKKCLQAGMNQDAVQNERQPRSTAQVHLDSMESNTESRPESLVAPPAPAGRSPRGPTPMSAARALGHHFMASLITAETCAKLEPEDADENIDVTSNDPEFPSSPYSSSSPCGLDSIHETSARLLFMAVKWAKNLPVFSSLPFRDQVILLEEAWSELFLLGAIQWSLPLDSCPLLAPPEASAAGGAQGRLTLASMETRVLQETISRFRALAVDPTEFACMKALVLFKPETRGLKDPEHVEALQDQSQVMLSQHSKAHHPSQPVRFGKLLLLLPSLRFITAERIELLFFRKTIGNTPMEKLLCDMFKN
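Material: NR2E3–RetCOR corepressor complex / Amount: 1.35 nM GST-NR2E3 / Medium: Tris pH 7.5 / Compound: single nominal compound dose of 4.8 µM / Incubation: 5 h at 4 °C / Technique: TR-FRET, Eu(K)-anti-GST donor, streptavidin-D2 acceptor, ex 340, em 617/671 nm / Read-out basis: percent loss of FRET ratio relative to control wells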
HIF-2a inh: blocks HIF-2a reporter activity. inhibition, % at 18.8 µM. 786-0 RCC cells HIF-2a reporter, luciferase luminescence, overnight. AID 624352. 360,000 compounds, 0.72% hits;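 active means inhibition of the luminescence signal of 40% or more relative to plate controls, in a single-dose primary screen at 18.75 µM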
TRPM1 prom inh: reduces MITF-dependent TRPM1 promoter luciferase signal; inhibition, % at 12.5 µM; SK-MEL-5 TRPM1 promoter luciferase, 24 h; AID 488899; 330,000 compounds, 0.83% hits;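 active means mean inhibition across replicates of 60% or more, whatever share of single replicates reaches that level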; further: values of inactives mirror those of a sister screen read the other way
PDI inh: PDI (human) enzyme inhibition; P07237; PDI insulin aggregation turbidity, A650, 90 min; inhibition, % at 10 µM; 350,000 compounds, 0.052% hits;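 active means mean inhibition across replicates of 30% or more, whatever share of single replicates reach that level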;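 further: absorbance from insulin aggregation driven by PDI reduction with DTT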
Cardio protect: myocardial damage modulation in H9c2 cells. H9c2 cardiomyocytes, H2O2 injury protection, ATPLite, 2 h. protection from H2O2 cell death, % at 20 µM. 360,000 compounds, 0.63% hits. AID 588492;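 active means compounds giving at least 50% protection of heart cells from peroxide-induced death in the single-dose screen, raw or plate-pattern-corrected value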;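 further: 0% = DMSO wells with peroxide and 100% = DMSO wells without peroxide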
hiPSC survival: hiPSC single-cell survival enhancement | ATPlite luminescence; 100% = ROCK inhibitor wells, 0% = DMSO | survival enhancement, % at 20 µM | 360,000 compounds, 0.044% hits | AID 602274; in the data active means survival enhancement above about 18%;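 further: cells exposed to compounds for 16 hours before the ATP read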
Shn3 inh set2: Schnurri-3 reporter inhibition in Clone20 osteoblasts | Clone20 osteoblast Shn3 3'UTR firefly luciferase, 24 h | inhibition, % at 12.5 µM | 360,000 compounds, 0.52% hits;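 active means mean inhibition of at least 75% with every replicate also reaching 75%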;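 further: 0% = median of neutral control wells and 100% = pilot-screen positive control compound; some compounds past the cut are filed as inactive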
NR2E3 ag-2: activates human NR2E3 receptor | Q9Y5X4 | AID 602229 | inhibition of corepressor binding, % at 3.98 µM | 360,000 compounds, 0.35% hits | CHO-S Gal4-NCOR/VP16-NR2E3 two-hybrid, luciferase;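 active means inhibition above the mean of all tested compounds plus 3 SD, cut at about 70% in these data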;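 further: 0% = DMSO with NR2E3 transfected cells and 100% = cells lacking NR2E3 construct; higher means lower luciferase signal from less NR2E3 corepressor binding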
HTR2A ag: agonists of mouse serotonin 5-HT2A receptor (HTR2A). P35363. activation, % at 7.6 µM. CHO-K1 mHTR2A beta-arrestin complementation, luminescence; percent of 30 µM serotonin response. AID 624169. 360,000 compounds, 0.66% hits;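 active means activation above a run cutoff, the mean activation of all tested compounds plus 3 SD, cut at about 14% in these data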;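 further: 0% = plate median of compound wells and 100% = 30 µM serotonin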
Target sequence (P35363 whole entry, looked up): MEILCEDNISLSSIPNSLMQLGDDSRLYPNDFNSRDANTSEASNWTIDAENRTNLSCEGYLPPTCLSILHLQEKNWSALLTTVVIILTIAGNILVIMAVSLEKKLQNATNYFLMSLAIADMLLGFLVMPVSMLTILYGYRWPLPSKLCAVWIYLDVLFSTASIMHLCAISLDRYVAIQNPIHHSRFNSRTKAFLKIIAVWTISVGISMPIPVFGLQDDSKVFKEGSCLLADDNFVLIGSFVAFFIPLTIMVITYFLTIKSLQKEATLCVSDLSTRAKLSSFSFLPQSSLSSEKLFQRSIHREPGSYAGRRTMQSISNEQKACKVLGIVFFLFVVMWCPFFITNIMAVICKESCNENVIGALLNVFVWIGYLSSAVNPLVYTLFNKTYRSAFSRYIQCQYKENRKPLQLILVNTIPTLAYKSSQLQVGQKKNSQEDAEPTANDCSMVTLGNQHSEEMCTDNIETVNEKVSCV
Peg3 prom inh: reduces Peg3 promoter-driven luciferase expression in HeLa; HeLa PEG-Prom luciferase reporter, luminescence, overnight; inhibition, % at 20 µM; 360,000 compounds, 1.7% hits; AID 588405;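 active means inhibition of at least 50% at 20 µM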
* = called active by the depositor; / = not tested or not shown.

SMILES	CaV13 FRET inh	NR2E3 ag-1	HIF-2a inh	TRPM1 prom inh	PDI inh	Cardio protect	hiPSC survival	Shn3 inh set2	NR2E3 ag-2	HTR2A ag	Peg3 prom inh
COn1cnnc1-c1ccccc1	/	-2	7	-7	2	-1	5.8	4	-15	1	1
O=C(c1ccccc1)c1nn(-c2ccccc2)c(=O)cc1C(F)(F)F	/	7	28	13	-3	-2	4.1	-1	47	-2	19
O=C(CSc1ncnc2sccc12)Nc1ccccc1F	-6	-3	-57	2	-3	7	0.1	-19	-4	0	-32
CSCC(=O)N1CCC(CCC(=O)NC2CC2)CC1	-16	1	8	3	3	-1	-0.4	-9	-1	-3	4
CC(C)c1nnc(NC(=O)CSc2nc3ccccc3s2)s1	-5	0	4	6	18	-3	2.6	-5	11	-5	0
CCN(CC)C(=O)c1sc(NC(=O)c2cccc([N+](=O)[O-])c2)c(C#N)c1C	-3	2	-41	-15	7	-15	-0.1	9	-14	0	-31
Cc1ccc(N(Cc2cc(=O)[nH]c3ccccc23)C(=O)c2ccco2)cc1	-6	-2	9	17	4	7	1.4	16	9	0	18
O=C(NCCc1ccccn1)c1ccc(OC2CCN(CCc3ccccc3)CC2)cc1	-6	/	-168	-77	-9	0	-0.3	-43	-163	-13	-245
COc1ccc(-n2cnc3scc(-c4ccccc4)c3c2=O)cc1	-4	-2	19	11	-1	0	0.7	20	0	-3	23
CCOc1ccc(N(CC(=O)Nc2cc(Cl)ccc2C)S(C)(=O)=O)cc1	-4	4	17	14	-3	-8	-0.1	2	3	-7	29
O=C(NCc1cccs1)Nc1cc(Cl)ccc1Cl	-3	0	-57	-26	-4	-11	-0.6	-7	-4	3	-10
O=C1C2C3C=CC(C3=C3CCCCC3)C2C(=O)N1c1ccccc1 (stereo unspecified)	/	1	5	8	1	14	2.0	4	-11	2	14
NC(=O)CN1CCN(CCN2C(=O)c3cccc4cccc(c34)C2=O)CC1	-2	1	-16	-15	9	-1	-0.4	12	-17	-4	-15
CCn1cc(Cl)c(C(=O)N2N=C3/C(=C/c4cccs4)CCCC3C2c2cccs2)n1 (stereo unspecified)	-5	0	12	20	10	-8	0.3	-2	4	3	38
CCOc1ccc(NC(=O)c2cc(C)nc3ccccc23)cc1	-1	1	10	0	4	7	-0.9	15	-6	4	6
COc1ccc(C(c2nnnn2-c2ccc3c(c2)OCCO3)N2CCN(C/C=C/c3ccccc3)CC2)cc1 (stereo unspecified)	-6	/	-26	/	/	1	-1.1	-1	23	-10	21
Cc1sc(NC(=O)c2ccco2)c(CN2CCN(c3ccccc3)CC2)c1C	-5	-1	-1	4	0	-2	-1.5	29	-11	-7	10
Cc1ccc(NC(=O)c2nnn(CC(=O)Nc3ccccc3)c2N)cc1C	-4	0	-6	1	-2	-4	-1.8	-10	-17	2	0
CC(C)OCCCNC(=O)c1ccc(NC(=O)C2=CSCCO2)cc1	-2	-5	-26	-13	2	2	0.1	-8	-5	3	-13
CCOC(=O)c1c(C)nc2ncccn12	/	1	13	1	-5	-11	8.2	-14	-18	5	14
Cc1c(C(=O)N2CCN(C(=O)c3ccccc3)CC2)oc2ccc(F)cc12	-2	-4	9	21	-4	7	0.4	9	-1	2	6
Nc1nc(CSc2nc3ccccc3[nH]2)cs1	-1	-3	-85	-49	11	11	-1.5	-21	-83	4	-68
CN1C(=O)C(Cc2cnc[nH]2)NC1=S (stereo unspecified)	-4	1	10	10	-1	-3	-0.5	5	-17	0	-5
COc1ccc(S(=O)(=O)N2CCOCC2)cc1NC(=O)Cc1coc2cc(C)ccc12	-4	/	-21	6	6	-5	-0.4	6	17	-1	-17
CCOc1ccc(S(=O)(=O)Nc2ccc(F)cc2)c(C)c1C	-6	1	-17	-2	-3	-14	0.0	51	3	5	10
CC(C(=O)Nc1ccccc1-c1ccccc1)N1CCN(S(=O)(=O)c2ccccc2)CC1 (stereo unspecified)	-3	1	16	-9	-9	-2	-0.6	9	0	2	27
CCCC(=O)Nc1ccc(C(=O)COC(=O)C2CC2C)cc1 (stereo unspecified)	-5	0	-129	-74	-2	0	0.0	-62	-97	0	-319
CCC(C)C(=O)Nc1cc(C(=O)OC)ccc1C(=O)OC (stereo unspecified)	-8	0	-18	5	-6	-3	0.8	-10	-33	-1	14
CC(=O)c1cccc(-c2cnc3c(NC=O)cc(-c4ccc(F)cc4)cn23)c1	-5	/	17	/	-3	61*	1.4	1	-21	1	44
Cc1ccc([N+](=O)[O-])cc1NC(=O)c1c(-c2ccccc2)noc1C	-1	-2	14	1	7	0	-0.4	-6	-12	4	16
Cc1ccc(N2C(=O)CC(NNc3nc4ccccc4s3)C2=O)cc1 (stereo unspecified)	-19	3	9	3	1	3	-0.4	-4	-15	5	0
CCc1nc2ccc(F)cc2c(C(=O)NC2CCCCC2C)c1C (stereo unspecified)	-3	2	15	15	4	6	0.2	7	-10	2	5
COc1ccc(CCNC(=O)Cc2ccc(Cl)cc2)cc1OC	-5	-1	3	10	-1	3	0.5	14	-22	-1	24
CCC(C)NS(=O)(=O)c1ccc(NS(=O)(=O)c2ccccc2[N+](=O)[O-])cc1 (stereo unspecified)	-3	-1	6	8	5	-2	0.2	-1	-2	-1	5
COC(=O)c1cccc(NS(=O)(=O)c2ccc(OC)c(C(=O)N3CCOCC3)c2)c1C	-3	1	13	/	8	4	-0.6	-8	-18	1	3
CCC(C)NC(=O)c1ccccc1C(=O)NC(C)CC (stereo unspecified)	-8	5	3	-6	8	0	6.7	25	-3	-1	6
CN(C)/C=C/C(=O)c1ccc(N2CCN(c3ncc(C(F)(F)F)cc3Cl)CC2)cc1	/	1	11	26	0	-22	-1.0	78	-5	1	73*
COc1ccc(CNc2nccs2)cc1	-2	3	-50	-3	1	-3	-0.4	-11	-2	4	-30
CCOc1ccc(OCC(=O)Nc2cc3c(cc2C(=O)O)OCCCO3)cc1	-3	1	16	2	9	-1	-0.4	-5	-34	1	7
c1ccc(COc2ccc(-c3csnn3)cc2)cc1	/	1	-212	-94	4	-12	-1.6	-59	-91	-6	-318
O=C(NCC(c1ccco1)N1CCCC1)c1ccc(Cl)cc1 (stereo unspecified)	-1	1	10	-9	-23	14	-0.4	1	-12	-4	6
Cc1ccccc1COC(=O)c1cc([N+](=O)[O-])ccc1N1CCOCC1	-5	1	19	5	1	2	-0.4	7	-3	6	27
O=C(NNS(=O)(=O)c1ccc(Br)cc1)c1cccs1	8	0	17	-11	-3	-5	0.5	7	-5	2	14
COC(=O)c1cc(C(=O)NNC(=O)c2ccc3c(c2)OCO3)cc([N+](=O)[O-])c1	-2	5	2	-7	-3	-1	0.9	-1	-8	-6	0
Cc1onc(-c2ccccc2)c1C(=O)NC(C)C	10	3	5	-4	-1	3	2.9	7	12	-1	5
CCCCc1ccc(CC(=O)O)cc1	-5	2	-2	-1	7	-1	-1.7	19	-14	-6	4
COc1ccc(-c2nnc(N3CCCCC3)c3ccccc23)cc1	/	-1	-10	2	-2	-19	-1.4	36	-15	3	2
CC1CCCCN1CCCNC(=O)Cn1c(=O)c2cccn2c2ccccc21 (stereo unspecified)	-6	-3	4	-15	3	2	-0.5	4	-1	-7	-6
CC(=O)c1c(N2CCN(c3ccc(F)cc3)CC2)nc(=S)n(Cc2ccccc2)c1C	-21	0	16	8	5	-6	3.1	19	13	-6	5
Cc1cccc(OCc2nnc(SCC(=O)NCC3CCCO3)n2C)c1 (stereo unspecified)	-19	-1	13	6	3	-2	2.1	-3	-11	1	6
COc1ccc(-c2cc(N)n(S(=O)(=O)Cc3ccccc3)n2)c(OC)c1	-6	2	5	-1	0	-8	0.1	8	-14	-8	12
C/C(=N/NC(=O)c1ccc(C(C)(C)C)cc1)c1cccnc1	-4	-2	-82	/	-4	-5	-0.7	-24	-5	8	-99
O=C(CNC(=O)C1COc2ccccc2O1)N/N=C\c1ccc(Cl)cc1 (stereo unspecified)	-4	4	6	1	5	-4	0.0	-9	-10	-6	7
COc1ccc(OC)c(S(=O)(=O)N2CCCCC2C(=O)O)c1 (stereo unspecified)	-7	0	8	0	10	4	0.9	15	-1	0	-1
O=C(Nc1ccc(Cl)c(S(=O)(=O)N2CCCCC2)c1)c1cccnc1	-5	1	12	24	-2	-10	-0.1	10	-5	3	33
O=C(NCc1ccccn1)C(=O)NCC1OCCN1S(=O)(=O)c1ccc(Br)cc1 (stereo unspecified)	/	1	10	13	0	-2	-0.5	17	-15	2	-1
CC(=O)C1=NN(c2ccccc2)C(c2ccc3c(c2)OCO3)N1c1ccc(N2CCOCC2)cc1 (stereo unspecified)	-19	-1	-12	2	2	-7	-1.4	-4	-14	-2	-19
Cc1ccc(CNC(=O)C2CCCC2)cc1	-4	-1	-6	-17	-18	4	0.7	0	-12	0	-29
Cc1csc(=O)n1CCC(=O)OCC(=O)NCc1ccccc1	-12	/	-5	/	11	0	4.2	-2	7	4	-2
CSC1=NCCN1C(=O)C(C)(C)Oc1ccc(Cl)cc1	-1	0	0	2	/	-1	-0.1	-4	-8	-1	1

Structures from the list above with a CF3 group:
SMILES	CaV13 FRET inh	NR2E3 ag-1	HIF-2a inh	TRPM1 prom inh	PDI inh	Cardio protect	hiPSC survival	Shn3 inh set2	NR2E3 ag-2	HTR2A ag	Peg3 prom inh
O=C(c1ccccc1)c1nn(-c2ccccc2)c(=O)cc1C(F)(F)F	/	7	28	13	-3	-2	4.1	-1	47	-2	19
CN(C)/C=C/C(=O)c1ccc(N2CCN(c3ncc(C(F)(F)F)cc3Cl)CC2)cc1	/	1	11	26	0	-22	-1.0	78	-5	1	73*

Next results follow.
SMILES	CaV13 FRET inh	NR2E3 ag-1	HIF-2a inh	TRPM1 prom inh	PDI inh	Cardio protect	hiPSC survival	Shn3 inh set2	NR2E3 ag-2	HTR2A ag	Peg3 prom inh
O=C(O)c1n[nH]c2c1CC(C1CCCCC1)CC2 (stereo unspecified)	-9	-5	11	0	1	6	-0.1	-3	-36	-2	2
CCOc1ccc(NS(=O)(=O)c2ccc(C(=O)NCC(C)(C)N3CCOCC3)cc2)cc1	-6	2	8	-10	-8	0	-0.3	22	8	-6	-4
C=CCNC(=O)NC(=O)CSc1nc2cc([N+](=O)[O-])ccc2n1-c1cccc(C(F)(F)F)c1	-3	0	11	-1	8	-5	-1.2	-4	-10	5	28
CCCOC(=O)C1C2C=CC3(CN(c4ccc(Cl)c(F)c4)C(=O)C13)O2 (stereo unspecified)	-5	2	10	-11	/	4	1.4	2	24	-3	4
COc1ccc(-n2c(-c3ccccc3)cc3c2CCCC3=O)cc1	-8	6	-28	8	-9	-3	0.5	18	-28	-5	11

Screening data: PubChem, several laboratories

Outcome played no part in choosing rows; overall some 3.9% were active at least once.
